High-throughput results from PubChem.
MazF activator: activators of E. coli MazEF toxin-antitoxin RNase; P0AE70; FAM/BHQ RNA-DNA oligo cleavage fluorescence, 5 h; activation, % at 20 µM; 0.32% of 350,000 active; in the data active means activation above about 50%
Target sequence (P0AE70 whole entry, looked up): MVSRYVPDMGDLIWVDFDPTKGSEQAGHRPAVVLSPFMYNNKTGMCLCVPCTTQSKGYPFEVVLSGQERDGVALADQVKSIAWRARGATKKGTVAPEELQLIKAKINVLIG
CCHFV vOTU inh: CCHFV vOTU protease inhibition. Pep-AMC fluorescence. inhibition, % at 11.5 µM. 0.55% of 370,000 active; in the data active means inhibition above about 30%; further: 0% = vehicle wells with enzyme and 100% = no enzyme wells
Y pestis TopoI: Y. pestis Topo-I inhibition via cleavage products; Y. pestis Topo-I cleavage product accumulation, plate reader; activity, % at 10 µM; 0.064% of 360,000 active; in the data active means activity above about 50%, passing the limit was not always enough; further: inactives centre near 2
3CLpro inhibitor: SARS-CoV 3CLpro protease inhibition. recombinant SARS-CoV 3CLpro, quenched FRET peptide cleavage. inhibition, % at 6 µM. 0.14% of 290,000 active. AID 1706; in the data active means inhibition above about 12%
PriA SSB inh: K. pneumoniae PriA-SSBct interaction inhibition; AlphaScreen SSBct-PriA binding, biotinylated peptide; inhibition, % at 33 µM; 0.6% of 430,000 active; in the data active means inhibition mostly above about 37%, no sharp cut-off; inactive means mostly below about 20%;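 further: plate controls were negative control peptide for no effect and reference peptide for full effect; strong numbers were not always called active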
BH1578 lux ind: inducers of Vibrio cholerae quorum light production without autoinducers; V. cholerae BH1578 lux reporter, luminescence, 6 h; activation, % at 18.7 µM; 0.16% of 350,000 active; in the data active means activation mostly above about 9.7%, no sharp cut-off; further: not every result past the cut was called active; inactives centre near 0; reference of the scale not given here
VHR inh abs: blocks human VHR1 dual specificity phosphatase | P51452 | recombinant VHR phosphatase, pNPP absorbance | inhibition, % at 13.3 µM | 0.52% of 290,000 active | AID 1654; in the data active means inhibition above about 50%; further: some compounds called inactive have numbers as strong as hits
Target sequence (P51452 whole entry, looked up): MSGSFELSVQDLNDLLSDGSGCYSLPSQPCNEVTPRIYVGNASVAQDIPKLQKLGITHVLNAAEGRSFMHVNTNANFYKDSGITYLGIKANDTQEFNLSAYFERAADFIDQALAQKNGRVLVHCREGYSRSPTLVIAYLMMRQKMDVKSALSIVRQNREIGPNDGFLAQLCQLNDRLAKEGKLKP
PrPC surface inh: inhibitors of human cell surface prion protein PrPC | TR-FRET read-out | AID 720596 | P04156 | inhibition, % at 13.8 µM | 0.43% of 370,000 active; in the data active means inhibition above about 24%; further: 0% = median of the test wells and 100% = reference compound wells
TcdB GH inh: blocks C. difficile toxin B glycohydrolase activity. TcdB glycohydrolase enzymatic assay, plate reader. inhibition, % at 9.99 µM. 0.24% of 350,000 active. AID 652162; in the data active means inhibition above about 10%
Rv3671c protease: Rv3671c (M. tuberculosis) protease inhibition; 0.048% of 320,000 active; inhibition, % at 5.96 µM; AID 2606; P9WHR9; in the data active means inhibition above about 38%;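 further: extracellular domain of Rv3671c used as enzyme; 0% = enzyme with DMSO and 100% = no enzyme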
Target sequence (P9WHR9 whole entry, looked up, the tested form may be a part): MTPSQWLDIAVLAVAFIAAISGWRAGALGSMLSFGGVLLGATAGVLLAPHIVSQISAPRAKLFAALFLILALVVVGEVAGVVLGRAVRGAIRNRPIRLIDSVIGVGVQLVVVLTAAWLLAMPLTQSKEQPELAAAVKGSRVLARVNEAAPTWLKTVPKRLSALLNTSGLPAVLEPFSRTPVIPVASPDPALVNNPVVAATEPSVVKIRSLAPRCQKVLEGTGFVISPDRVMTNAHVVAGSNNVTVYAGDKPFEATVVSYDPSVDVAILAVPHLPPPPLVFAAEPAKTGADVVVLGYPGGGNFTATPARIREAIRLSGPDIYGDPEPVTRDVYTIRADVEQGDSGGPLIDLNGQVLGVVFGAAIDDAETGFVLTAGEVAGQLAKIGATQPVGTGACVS
Active calls of the source: *; i = inactive; . = no result given; & = joins results of further samples. These rows are one share of the data; rates above refer to the full screens.

SMILES	MazF activator	CCHFV vOTU inh	Y pestis TopoI	3CLpro inhibitor	PriA SSB inh	BH1578 lux ind	VHR inh abs	PrPC surface inh	TcdB GH inh	Rv3671c protease
CC(C)CC(NS(=O)(=O)c1ccccc1S(=O)(=O)NC(CC(C)C)C(=O)O)C(=O)O (stereo unspecified)	8	7	5	3	2	i	5	-2	2.0	-2
CC1=C2C3OC(=O)C(C)C3CCC2(C)C=CC1=NO (stereo unspecified)	3	-19	7	.	-10	i	.	-2	0.9	.
O=C1C(Cl)=C(N2CCCCC2)C(=O)N1Cc1ccccc1	-1	13	-2	-1	-123	1.8	-4	0	.	-13
O=[N+]([O-])c1ccccc1NS(=O)(=O)c1ccccc1	7	4	10	.	.	-5.0	.	-6	1.0	.
Cc1noc(C)c1COC(=O)C1(c2cccc(F)c2)CCCC1	-1	15	31	-4	-41	i	26	-4	.	-8
O=C(CCn1c(=O)c2ccccc2n(Cc2cccnc2)c1=O)NCc1ccc2c(c1)OCO2	-3	13	8	0	-12	-0.4	4	11	.	8
CCN(CC)c1nc2ccccc2[nH]c1=O	-12	4	2	-3	-9	-0.6	16	3	2.2	5
CCCN(CCC)C(=O)c1cc(S(=O)(=O)N2CCCCC2)c[nH]1	1	8	1	3	-6	-0.1	-2	-5	2.1	-10
CCCc1nn(C)c(C(=O)Nc2ccccc2)c1Cl	6	10	5	-3	-22	-0.6	-5	1	.	-8
CCOc1ccccc1NC(=O)CSc1ccc([N+](=O)[O-])cc1	0	26	14	3	3	i	9	0	-0.7	2
CC(=O)N1CCc2c(sc(NC(=O)c3ccc([N+](=O)[O-])o3)c2C(N)=O)C1	0	47*	-6	.	.	-0.7	.	-41	0.2	.
CNC(=S)N1CCN(c2ccc(OC)cc2)CC1	4	5	4	-3	4	i	1	-6	.	5
CC(C(=O)Nc1ccc(O)cc1)c1cccc(C(=O)c2ccccc2)c1 (stereo unspecified)	-1	2	-7	4	-1	-0.2	27	9	9.7	9
CCCC(=O)Oc1ccccc1C1SCc2cc(C)c(C)cc2CS1	-32	-2	14	0	2	-0.3	15	0	.	2
O=C(NNc1ccccc1)Nc1cc(Cl)ccc1Cl	4	8	2	.	-18	i	.	17	-2.3	.
Cc1ccccc1OCC(=O)Nc1cccc(S(=O)(=O)NC2=NCCCCC2)c1	0	4	11	.	1	-1.4	.	2	-1.2	2
Cc1cc(N2CCOCC2)c2c(N)cc(C)c(C)c2n1	8	8	-8	-5	4	-0.1	4	-17	.	2
CCOC(=O)/C(C#N)=C\c1ccc(O)c(OC)c1	1	16	3	0	-8	-0.2	-3	-7	.	-7
O=C1CCCC2=C1C(c1ccncc1)c1c(nc(SCc3ccccc3Cl)[nH]c1=O)N2 (stereo unspecified)	9	-4	10	-2	-10	-0.6	0	-3	.	-37
O=c1cc(C(O)C[N+](=O)[O-])occ1OCc1ccccc1 (stereo unspecified)	-14	4	0	.	-4	i	.	-7	3.4	-2
CCOC(=O)c1sc2nc(C)n(CC(=O)NCC3CCCO3)c(=O)c2c1C (stereo unspecified)	5	-3	-4	-5	-19	i	23	2	.	0
CC(C)C(C(=O)Nc1nccs1)N1C(=O)c2ccccc2C1=O (stereo unspecified)	-4	-12	-8	0	-14	-0.2	12	1	0.1	10
Cc1sc2nc(CN(Cc3cccs3)C(=O)NC3CCCCC3)[nH]c(=O)c2c1C	-2	13	-4	-5	-12	i	2	1	.	-5
CC(=O)c1ccccc1Oc1nc(CN2CCOCC2)nc2scc(-c3cccs3)c12	-10	-16	-2	3	-16	-0.3	3	-11	.	2
O=C(O)c1ccc(N2CC3CC(C2)c2cccc(=O)n2C3)c(NC(=S)Nc2ccc(Br)cc2)c1 (stereo unspecified)	-16	5	-9	-3	2	2.0	10	0	0.6	-6
More structures
SMILES	MazF activator	CCHFV vOTU inh	Y pestis TopoI	3CLpro inhibitor	PriA SSB inh	BH1578 lux ind	VHR inh abs	PrPC surface inh	TcdB GH inh	Rv3671c protease
O=C(c1cc2ccccc2o1)N1CCN=C1SCc1cccc(F)c1	10	-2	4	-7	-11	-0.2	17	-5	0.2	1
CN(CC1COc2ccccc2O1)C(=O)c1ccc(N(C)C)cc1 (stereo unspecified)	1	2	12	-1	-8	-0.5	9	1	0.4	-2
Fc1cccc2sc(N3CCCCC3)nc12	-7	1	-3	4	-7&-26	i	-17	-9	.	3
CCOC(=O)CC1C(=O)NCCN1C(=O)COc1ccc(Br)cc1C (stereo unspecified)	3	-1	-2	-1	-6	i	-1	3	.	-2
Cc1cc(=O)oc2c3c(cc(OCC(=O)N[C@@H](C)C(=O)O)c12)OC(C)(C)CC3	6	-237	4	-4	-3	-0.9	21	-3	0.5	.
OC[C@H]1OC(O)C[C@@H](O)[C@@H]1O (stereo partly specified)	5	4	4	.	-13	i	.	6	-13	4
COc1ccc(/C=C/C(=O)c2c(C)cc(C)[nH]c2=O)c2ccccc12	13	5	9	-1	1	0.7	11	5	-0.9	3
O=c1[nH]c(Cc2ccccc2)nc2scc(-c3ccccc3)c12	3	3	21	-1	-13	i	16	2	.	-1
Cc1cc(C)n(-c2ccc(C(=O)OCC(=O)Nc3ccc([N+](=O)[O-])cc3)cc2)n1	1	11	-10	-8	12	-0.2	11	-10	.	-8
COc1ccc(/C=C/C2=NNC(=O)CC2)cc1	-5	3	4	2	-2	i	12	-1	1.1	-4
CC(C)Cc1nc(N2CCOCC2)c(C#N)c2c1CCC2	0	-4	11	4	-37	-0.3	-4	1	.	-1
Cc1c(NC(=O)CN2CCN(c3cccc(Cl)c3)CC2)c(=O)n(-c2ccccc2)n1C	-33	4	9	4	-11	-0.1	31	6	-0.1	3
CCOC(=O)N1CCN(C(=O)CSC2=NS(=O)(=O)c3ccccc3N2)CC1	-1	7	1	.	-11	i	.	-10	2.1	-3
COC(=O)c1c(C)[nH]c(C)c1-c1ccc(C)cc1	-2	0	-4	3	6	i	19	8	.	0
O=C(NC1CCCC1)c1cc(-c2cccs2)on1	-3	-11	8	4	-12	i	23	3	.	8
CCCCNC(=O)CC(C(=O)N1CCc2ccccc21)n1ccnc1 (stereo unspecified)	1	2	4	-2	-9	i	28	-3	.	12
CC(Sc1n[nH]c(=O)n1Cc1ccccc1)C(=O)NC1CCCCC1C (stereo unspecified)	9	9	-15	.	16	i	.	2	-4.9	7
CCCCCCCCSc1nnc(CSc2nc3nc(C)cc(C)n3n2)o1	16	-8	1	1	1	-0.6	-4	1	1.6	8
Cc1noc(NS(=O)(=O)c2ccc(NC(=O)c3ccc(Br)o3)cc2)c1C	-3	6	-4	-4	-11	i	36	0	.	-4
CCc1nc2ccc(C(=O)Nc3ccc4c(c3)OCC(=O)N4)cn2c1N(C)C(=O)C1CCCCC1	.	-8	-1	.	.	i	.	1	0.2	.
NC(=O)CSc1nc2c(sc3ccccc32)c(=O)n1CCCN1CCOCC1	-8	-5	1	2	3	0.6	18	-5	.	-6
Cc1ccc(NC(=O)COC(=O)Cc2ccc(Br)cc2)cc1S(=O)(=O)N1CCOCC1	2	6	7	.	-7	-4.3	.	-3	1.0	-13
COc1ccccc1-c1sc2ccccc2c1C#Cc1ccc(N(C)C)cc1	-6	-5	-8	.	-1	0.4	.	-1	0.0	0
Cc1csc(Sc2ccc(C(=O)OCC(=O)Nc3ccc(OC(F)(F)F)cc3)cc2[N+](=O)[O-])n1	1	8	-8	1	30	-0.6	6	-19	.	-1
Cc1ccc(NC(=O)C2CCCN2C(=O)NC2CCCCC2)cc1C (stereo unspecified)	8	-6	-4	-6	2	-0.2	22	6	0.0	1

14 successive records already listed:
SMILES	MazF activator	CCHFV vOTU inh	Y pestis TopoI	3CLpro inhibitor	PriA SSB inh	BH1578 lux ind	VHR inh abs	PrPC surface inh	TcdB GH inh	Rv3671c protease
Cc1cc(C)n(-c2ccc(C(=O)OCC(=O)Nc3ccc([N+](=O)[O-])cc3)cc2)n1	1	11	-10	-8	12	-0.2	11	-10	.	-8
COc1ccc(/C=C/C2=NNC(=O)CC2)cc1	-5	3	4	2	-2	i	12	-1	1.1	-4
CC(C)Cc1nc(N2CCOCC2)c(C#N)c2c1CCC2	0	-4	11	4	-37	-0.3	-4	1	.	-1
Cc1c(NC(=O)CN2CCN(c3cccc(Cl)c3)CC2)c(=O)n(-c2ccccc2)n1C	-33	4	9	4	-11	-0.1	31	6	-0.1	3
CCOC(=O)N1CCN(C(=O)CSC2=NS(=O)(=O)c3ccccc3N2)CC1	-1	7	1	.	-11	i	.	-10	2.1	-3
COC(=O)c1c(C)[nH]c(C)c1-c1ccc(C)cc1	-2	0	-4	3	6	i	19	8	.	0
O=C(NC1CCCC1)c1cc(-c2cccs2)on1	-3	-11	8	4	-12	i	23	3	.	8
CCCCNC(=O)CC(C(=O)N1CCc2ccccc21)n1ccnc1 (stereo unspecified)	1	2	4	-2	-9	i	28	-3	.	12
CC(Sc1n[nH]c(=O)n1Cc1ccccc1)C(=O)NC1CCCCC1C (stereo unspecified)	9	9	-15	.	16	i	.	2	-4.9	7
CCCCCCCCSc1nnc(CSc2nc3nc(C)cc(C)n3n2)o1	16	-8	1	1	1	-0.6	-4	1	1.6	8
Cc1noc(NS(=O)(=O)c2ccc(NC(=O)c3ccc(Br)o3)cc2)c1C	-3	6	-4	-4	-11	i	36	0	.	-4
CCc1nc2ccc(C(=O)Nc3ccc4c(c3)OCC(=O)N4)cn2c1N(C)C(=O)C1CCCCC1	.	-8	-1	.	.	i	.	1	0.2	.
NC(=O)CSc1nc2c(sc3ccccc32)c(=O)n1CCCN1CCOCC1	-8	-5	1	2	3	0.6	18	-5	.	-6
Cc1ccc(NC(=O)COC(=O)Cc2ccc(Br)cc2)cc1S(=O)(=O)N1CCOCC1	2	6	7	.	-7	-4.3	.	-3	1.0	-13

An excerpt of these results, in markdown.
| SMILES | MazF activator | CCHFV vOTU inh | Y pestis TopoI | 3CLpro inhibitor | PriA SSB inh | BH1578 lux ind | VHR inh abs | PrPC surface inh | TcdB GH inh | Rv3671c protease |
| --- | --- | --- | --- | --- | --- | --- | --- | --- | --- | --- |
| OC[C@H]1OC(O)C[C@@H](O)[C@@H]1O (stereo partly specified) | 5 | 4 | 4 | . | -13 | i | . | 6 | -13 | 4 |
| CC(C)C(C(=O)Nc1nccs1)N1C(=O)c2ccccc2C1=O (stereo unspecified) | -4 | -12 | -8 | 0 | -14 | -0.2 | 12 | 1 | 0.1 | 10 |

(list continues)
SMILES	MazF activator	CCHFV vOTU inh	Y pestis TopoI	3CLpro inhibitor	PriA SSB inh	BH1578 lux ind	VHR inh abs	PrPC surface inh	TcdB GH inh	Rv3671c protease
Cc1ccc(CSc2nc3[nH]ncc3c(=O)[nH]2)cc1	-1	0	-6	8	-16	-0.3	14	1	-0.3	-5
Nc1c(Cl)cc(-c2csc(N3CCCC3c3nc4cc(Cl)c(Cl)cc4n3CCOCCO)n2)cc1Cl (stereo unspecified)	-1	11	0	-3	7	-0.2	36	0	1.3	11
COc1ccc(C2C3=C(CCCC3=O)Nc3nc(C(F)(F)F)nn32)cc1OC (stereo unspecified)	4	2	2	2	3	0.1	-8	1	.	-4
CCOC(=O)CNC(c1ccccc1)c1cc(Br)ccc1NC(C)=O (stereo unspecified)	-5	15	-7	0	-9	i	26	1	0.1	-5
Cc1ccnn1CCC(=O)N1CCCC(CCC(=O)NCc2ccccc2F)C1 (stereo unspecified)	-6	4	-1	-4	0	.	26	14	0.7	-4
O=C(COC(=O)c1cccc(S(=O)(=O)N2CCCC2)c1)Nc1cccc(Br)c1	-7	-5	12	.	.	-0.8	.	-2	1.7	.
O=C(Nc1nc2ccc(C(=O)N3CCCCC3)cc2s1)C1CCCCC1	10	-8	4	-1	-10	-0.5	11	2	0.4	-2
CC(C)CC(/C(O)=C(\C#N)c1nc2ccccc2[nH]1)N1C(=O)c2ccccc2C1=O (stereo unspecified)	4	9	10	-2	.	i	10	24	.	0
COc1ccc(C(=O)N[C@H](C(=O)OCCCOC(=O)[C@@H](NC(=O)c2ccc(OC)cc2)C(C)C)C(C)C)cc1	1	9	21	.	12	-6.2	.	-2	1.1	.
